Mm-Cpn inhibitor: Inhibitors of TCP-1 ring complex (TRiC) of Methanococcus maripaludis (MmCpn): qHTS. Chaperonin Mm-Cpn (Methanococcus maripaludis). purified Mm-Cpn ATPase, ADP Transcreener TR-FRET. Potency, µM (top dose mostly 76.9 µM), for inactives: at the top dose activity, negative = inhibition, hits mostly inhibitors. 330,000 tested, 0.031% active. AID 504842, 2011; note: potency is the fitted concentration of half-maximal effect; % is set by controls: 0 for no effect and ±100 for the full control effect; nearly all actives have a fitted effect of over 80% in size
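ATP (10 uM final) was added to archaeal chaperonin (25 nM final) after 10 min exposure to test compound at 37°C; after 30 min further incubation, ADP was detected by competitive TR-FRET.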
A549 tox: Nrf2 qHTS screen for inhibitors: counterscreen for cytotoxicity | Potency, µM (doses to about 46 µM), without a hit: at the highest dose activity change, negative = cytotoxicity, hits mostly inhibitors | A549 ARE-Fluc cells, CellTiter-Fluor viability, 18-24 h | 390,000 tested, 0.16% active; note: potency is the fitted concentration of half-maximal effect; % is set by controls: 0 for no effect and ±100 for the full control effect
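A549 ARE_Fluc cells in 5% FBS OPTI-MEM were exposed to compounds in concentration-response for 18-24 h at 37 deg C. Viability was read by CellTiter-Fluor fluorescence (Ex 405/Em 525) after 30 min, before the luciferase read.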
Abeta yeast res: qHTS for compounds that reverse cellular toxicity of Amyloid beta (A-beta) peptide in yeast: Primary Screen | yeast expressing A-beta42, growth rescue, OD600, 48 h; response scale: 0% DMSO, 100% iron-clioquinol control | Potency, µM (series often up to 46.1 µM), without a hit: at the highest dose growth rescue, usual class: activators | 410,000 tested, 0.063% active | AID 1347071, 2019; note: potency is the fitted concentration of half-maximal effect; nearly all actives have a fitted effect of over 55% in size
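Yeast growth medium received pinned compounds, then yeast cells expressing toxic A-beta were added; plates incubated at 30 C for 48 hr. Growth read as absorbance at 600 nm, normalized to DMSO and equimolar FeCl3 plus clioquinol controls.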
CCT chaperon mod: High-Throughput Screening for Modulators of Cytosolic Chaperonin Activity. 360,000 tested, 0.3% active. activity change, % (test concentration not listed), hits read low. purified chaperonin ATPase assay, HTRF ADP detection, 30 min. AID 651819, 2012; in the data active = activity change below about -30%; note: % is set by controls: 0 for no effect and ±100 for the full control effect
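TRiC (40 or 20 nM final, by batch activity) in 30 mM Tris pH 7.4, 100 mM KCl, 5 mM MgCl2, 1 mM DTT was treated with compound at 76 uM single dose, then 10 uM ATP, 30 min at 37 °C. ADP was read by HTRF Transcreener.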
TGFb inhibitor: qHTS for Inhibitors of TGF-b; HepG2 CAGA-GFP TGF-b/SMAD3 reporter, GFP fluorescence, 18 h; TGF-beta stimulated, 500 pg/mL final; Potency, µM (titrated, usually from 46.1 µM), for inactives: at the highest dose activity, negative = inhibition, hits mostly inhibitors; 410,000 tested, 1.2% active; AID 588855, 2011; note: potency is the fitted concentration of half-maximal effect; % is set by controls: 0 for no effect and ±100 for the full control effect; nearly all actives have a fitted effect of over 65% in size
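Smad-responsive CAGA-GFP expression was quantified in HEPG2 cells exposed to compounds and 500 pg/mL final TGF-beta for 18 h at 37 degrees C; unstimulated wells defined full inhibition.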
Akt phos inh: HTS Assay for Inhibitors of Akt Phophorylation: Primary Screen. 360,000 tested, 0.32% active. Neuro2A IGF-stimulated pAkt S473 HTRF, 20 min; active compounds read low. AID 651550, 2012. activity change, % for hits at 50 µM; in the data active = activity change below about -80%; inconclusive = mostly about -51% to -80%; note: % is set by controls: 0 for no effect and ±100 for the full control effect
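Single-point screen (50 µM final compound) in Neuro2A cells stimulated 20 min with 6 nM IGF at 37 deg C. After lysis, Ser473-phosphorylated Akt read by HTRF (ex 330 nm, em 615/665 nm) as the 665/615 ratio.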
Nrf2 block: Nrf2 qHTS screen for inhibitors | A549 ARE-Fluc reporter, luciferase luminescence, 18-24 h | Potency, µM (top dose mostly 46 µM), for the others: top-dose activity change, negative = inhibition, most hits filed as inhibitors | 360,000 tested, 2.1% active | AID 504444, 2011; note: potency is the fitted concentration of half-maximal effect; % is set by controls: 0 for no effect and ±100 for the full control effect; nearly all actives have a fitted effect of over 60% in size
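Concentration-response testing used A549 ARE_Fluc cells at 5000 cells/well. Following an 18-24 h compound incubation, viability was read by fluorescence (Ex 405/Em 525) and luciferase output by luminescence.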
HepG2 viability: qHTS for Inhibitors of TGF-b: Cytotox Counterscreen; AID 588856, 2011; 410,000 tested, 0.76% active; HepG2 CAGA-GFP viability, ATP luminescence, 18 h; Potency, µM (titrated, usually from 46.1 µM), inactives show at the top dose activity change, negative = cytotoxicity, actives largely listed as cytotoxic; note: potency is the fitted concentration of half-maximal effect; some results filed as inactive show a strong effect at the top dose
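CellTiter-Glo luminescence gave cytotoxicity after 18 hours at 37 degrees C. The cells were HepG2 CAGA-GFP in 1% FBS DMEM, stimulated with 500 pg/mL TGF-beta after compound addition. %Activity was normalised to no-cell wells (complete cell-killing) and DMSO (no toxicity), and curves were fitted and classified.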
Nrf2 activator: qHTS of Nrf2 Activators | 410,000 tested, 0.31% active | AID 624171, 2012 | Potency, µM (top dose mostly 46.1 µM), for inactives: at the highest dose activation, actives largely listed as activators | AREc32 ARE-luciferase reporter (MCF7-derived line), luminescence, 24 h; note: potency is the fitted concentration of half-maximal effect; % of control where 0% means no effect; nearly all actives have a fitted effect of over 65% in size
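ARE-driven firefly luciferase activity in AREc32 cells measured after a 24 hr compound exposure at 37 deg C, using Steady-Glo reagent and a 30 min room-temperature hold.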
The depositor's hits bear a star; i = inactive; ? = inconclusive; nt = no result given; & = joins results of further samples; [ ] = another dose, or the depositor's remark. Unless noted, calls come from the whole dose curve; as a rule, active = well fitted curve in the direction sought with a large enough effect; inconclusive = small, poorly fitted or top-dose-only effect, or another doubt; inactive = no such curve, though single readings can be large; an effect the other way counts as inactive or inconclusive.

SMILES	Mm-Cpn inhibitor	A549 tox	Abeta yeast res	CCT chaperon mod	TGFb inhibitor	Akt phos inh	Nrf2 block	HepG2 viability	Nrf2 activator
COc1ccc(OC)c(C(=O)c2c(N)c(-c3nc(-c4ccc(C)c(C)c4)cs3)c3ccccn23)c1	nt	1%	-7%	nt	2%	nt	11%	5%	0.6%
Cc1ccccc1[C@H](NC1c2ccccc2C=Cc2ccccc21)P(=O)(c1ccccc1)c1ccccc1	nt	nt	5%	2.0	nt	i	nt	nt	-1.5%
CCN(Cc1ccc2c(c1)OCCO2)C(=O)CN1C(=O)NC2(CCCCC2)C1=O	-1%	0%	-10%	-2.3	?	i	-2%	-17%	7.2%
C=CCNC(=O)/C(C#N)=C/c1ccc(SC)cc1	2%	1%	14%	-6.9	6%	i	0%	-19%	4.7%
Cc1ccccc1-c1ccc2c(c1)O[C@@H](CN(C)Cc1ccc(C(=O)O)cc1)[C@@H](C)CN([C@H](C)CO)S2(=O)=O	nt	nt	-2%	-1.5	-1%	i	nt	-3%	4.9%
O=C(N/N=C/c1ccc(Br)o1)c1cc([N+](=O)[O-])cc([N+](=O)[O-])c1	1%	8%	-1%	-3.1	-3%	i	2%	-12%	5.0%
CCCN1Cc2cccc(C(=O)NCc3ccc4c(c3)OCO4)c2C1=O	-1%	-6%	-24%	0.4	-5%	i	-29%	-14%	4.7%
O=C(O)c1ccccc1-c1nc2ccccc2c(=O)n1O	-1%	6%	2%	0.9	-1%	i	11%	3%	-1.0%[9.22 µM]
CCC(CC)C(=O)Nc1cccc(C(=O)Nc2ccc(S(=O)(=O)Nc3ccc(C)cc3)cc2)c1	1%	?	-2%	-1.2	?	nt	nt	-2%	-0.8%
CC(=O)Nc1ccccc1NC(=O)CC(C)(C)C	1%	-14%	-2%	-5.0	-14%	i	-4%	-14%	-0.2%
Cc1ccc(C)c(CS(=O)(=O)c2cn(CC(=O)N3CCC(C)CC3)c3ccccc23)c1	1%	-7%	4%	1.1	-2%	i	-18%	-32%	3.2%
CCC(CC)CN1CCC(CN2C(=S)NC[C@@H]2[C@@H](C)CC)CC1	nt	-2%	6%	1.3	16%	i	7%	4%	0.0%
CCOC(=O)c1ccc(Nc2nnc3nc(C)cc(C)n23)cc1	1%	-5%	5%	-4.7	-5%	nt	-3%	9%	-0.8%
Cc1cccc(NC(=S)NNC(=O)c2cc3c(s2)CCC(C)C3)c1C (stereo not given)	1%	-8%	?	-1.4	-24%	i	-4%	-43%	2.1%
CC(=O)c1cnc2nc(SCc3ccccc3)nn2c1C	-3%	1%	-10%	-3.6	6%	i	?	-1%	1.2%
N/C(Cn1cncn1)=N\OC(=O)c1ccc(Cl)cc1	-1%	-5%	8%	-1.1	-10%	i	?	10%	-0.5%
O=C(COc1ccc(Br)cc1Cl)NC1CCCCC1	3%	11%	5%	-3.2	?	i	?	-56%	4.8%
CN(C)C(=S)Nc1nc2ccccc2s1	-2%	-5%	4%	-0.4	?	i	?	-6%	-0.7%
O=C(CSc1nc2ccc(Cl)cc2[nH]1)c1c[nH]c2ccccc12	-2%	4%	17%	-0.2	-8%	i	?	-16%	0.7%
CCC1(CC)NC(=O)N(CC(=O)NC(=O)NCc2ccccc2)C1=O	0%	10%	-16%	-2.3	-2%	i	1%	-8%	0.1%
O=C(NCc1ccc2c(c1)OCO2)C1CCCN(S(=O)(=O)c2cccc3nonc23)C1 (stereo not given)	-1%	-6%	8%	-2.1	29%	i	-17%	12%	0.6%
O=C(NCC(c1cccs1)N1CCOCC1)c1cc(S(=O)(=O)N2CCOCC2)ccc1F (stereo not given)	-1%	0%	-16%	-2.0	8%	i	1%	1%	0.2%
OCC[C@@H]1C[C@H](O)[C@@H](O)[C@]2(OCc3ccc4ccccc4c32)O1	nt	nt	2%	-1.6	1%	i	nt	-14%	0.1%
O=C(NCc1ccco1)c1cc([N+](=O)[O-])ccc1Cl	-4%	-1%	-5%	-1.5	-10%	i	9%	13%	-0.6%
CCCc1cc(=O)[nH]c2nnc(SCC(=O)N3CC(C)OC(C)C3)n12 (stereo not given)	-2%	-6%	-1%	0.3	-20%	i	-4%	1%	-0.8%

Later entries.
SMILES	Mm-Cpn inhibitor	A549 tox	Abeta yeast res	CCT chaperon mod	TGFb inhibitor	Akt phos inh	Nrf2 block	HepG2 viability	Nrf2 activator
CCOC(=O)c1[nH]c2ccc(F)cc2c1N=C(C)N(CC)CC	1%	-1%	-2%[9.22 µM]	-2.8	-3%	i	nt	-2%	-0.3%
CCOc1ccccc1N1CCN(CC(=O)Nc2nnc(CC)s2)CC1	-2%	2%	3%	-1.1	-7%	i	-22%	2%	-0.4%
CC(=O)Nc1ccc(S(=O)(=O)N2CCN(CC3CC4C=CC3C4)CC2)cc1 (stereo not given)	1%	2%	-18%	-43*	?	i	?	-28%	-0.4%
COc1cc(O)c(C(CCN2CCCCC2)c2ccc(N(C)C)cc2)c(OC)c1 (stereo not given)	-1%	-2%&-9%	0%	-0.9	-6%&-2%	i	12%&7%	-24%&-17%	2.7%
Cc1ccc(Cl)cc1NC(=O)c1cc(S(=O)(=O)N2CCOCC2)cn1C	1%	6%&2%	6%&-9%	0.8	-7%&4%	i	?	-10%&3%	0.3%&-0.2%
COC(=O)C1=C(C)NC(=O)CC1c1cc(Br)ccc1F (stereo not given)	0%	13%	21%	1.0	-12%	i	11%	-1%	-0.4%
CC(C)Sc1oc(-c2ccco2)nc1S(=O)(=O)c1ccccc1	-3%	0%	-21%	1.4	-30%	i	-18%	-4%	-0.5%
COc1ccc(S(=O)(=O)N(Cc2nc3ccccc3c(=O)[nH]2)C2CCCC2)cc1	0%	-2%	1%	-2.9	-7%	i	-29%	-22%	0.7%
CCOc1cc(/C=N/Nc2ccc(C(=O)O)cc2)ccc1OC(=O)c1ccccc1C	1%	-14%	5%	-0.1	0%	i	16%	-5%	1.6%
O=C(CCn1c(=O)oc2ccccc21)Nc1cccc(Br)c1	2%	-6%	21%	-1.3	-2%	i	-29%	0%	0.8%
COc1ccc(CN(C)Cc2nc(Cc3cccc(F)c3)no2)c2cccnc12	-2%	?	-8%	-1.9	?	i	3.3µM*	-20%	2.5%
Cn1c(N)c(-c2ccccc2)c2ccc([N+](=O)[O-])cc2c1=O	0%	-17%	6%	-0.1	58%[activator]	i	?	-8%	-0.5%
O=C(CSc1nnc(CNc2ccccc2)o1)N1CCN(C(=O)c2ccco2)CC1	-1%	7%	4%	-1.3	0%	i	12%	-6%	0.0%
Cc1ccc(C)c(NC(=O)COC(=O)c2ccc3c(c2)OCCO3)c1	2%	-1%	-10%	0.5	-1%	i	-11%	-7%	-0.5%
CCN(c1ccccc1)S(=O)(=O)c1csc(C(N)=O)c1	1%	-7%	0%	-1.2	24%	i	?	10%	-0.4%
O=C(Nc1ccc2[nH]c(=O)c(=O)[nH]c2c1)c1cccc(F)c1	nt	4%	-23%	nt	-1%	nt	14%	-3%	1.2%
COc1ccc(NS(=O)(=O)c2cccc(C(=O)N3CCN(Cc4ccc5c(c4)OCO5)CC3)c2)cc1	2%	-3%	13%	-3.6	0%	i	?	-30%	0.2%
O=C(Nc1cnc2sc3c(n2c1=O)CCCC3)c1ccc(F)cc1	-3%	-1%	-20%	-0.9	-8%	i	8%	14%	5.3%
CCN(C(=O)/C=C/c1ccc2c(c1)OCO2)c1ccccc1	0%	13%	-18%	-1.0	?	i	?	8%	6.1%
CCC(C(=O)NC1CCCC1)n1c(SCc2cccc(C)c2)nc2ccncc21 (stereo not given)	-10%	-6%	-8%	0.8	-3%	i	-22%	-8%	2.0%
CC(=O)C1=NN(c2ccccc2)C(c2cccs2)N1c1ccc(N(C)C)cc1 (stereo not given)	1%	-5%	0%	0.5	?	i	?	-53%	6.1%
Cc1cc(C)n(-c2nnc(C)n2/N=C/c2cc(Br)ccc2OCc2ccccc2)n1	-1%	-4%	7%	-2.3	-8%	nt	19%	-30%	9.2%
COc1ccc(CNC(=O)N2CCc3nc(Nc4cc(OC)c(OC)c(OC)c4)ncc3C2)cc1	nt	nt	14%	-3.9	3%	i	nt	-14%	3.0%[9.22 µM]
O=C(NCCc1c[nH]c2ccccc12)C1CCN(S(=O)(=O)c2ccccc2)CC1	0%	-1%	2%	0.1	0%	i	3%	-4%	-0.7%
Cc1ccc(-n2c(O)c(/C=N/Nc3ccc(S(=O)(=O)N4CCOCC4)cc3[N+](=O)[O-])c3ccccc3c2=O)c(C)c1	0%	?	-25%	-4.9	?	i	18µM*	-47%	14%
CCC1(C)Cc2c(sc3nn[nH]c(=O)c23)CO1 (stereo not given)	0%	13%	2%	-1.2	-9%	i	?	-7%	-0.3%
O=C(CCS(=O)(=O)c1ccc(Cl)cc1)N1CCCc2ccccc21	nt	-5%	20%	-2.2	19%	i	-21%	-26%	2.3%
COc1ncnc(OC)c1S(=O)(=O)NCc1ccccc1	-2%	1%	-10%	0.2	0%	i	8%	-2%	-0.5%
CCCOc1ccccc1-c1nc2c([nH]1)c(=O)[nH]c(=O)n2C	-3%	8%	-12%	1.2	19%	i	nt	-38%	3.2%

Screening data: PubChem, National Center for Advancing Translational Sciences (NCATS)
